# Bioassay records from PubChem BioAssay.
# TEAD-YAP inh – TEAD-YAP interaction inhibition; HEK-TIYL cells, TEAD-Gal4/YAP UAS-luciferase luminescence; inhibition, % at 9.12 µM; 1.4% of 640,000 active; AID 1259422; in the data active means inhibition above about 32%;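 further: 0% = median of test compound wells and 100% = reference inhibitor wells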
# FBW7 activator – activators of human E3 ligase FBW7; AlphaScreen FBW7–phospho-cyclin E peptide binding, activator screen; 0.13% of 650,000 active; normalized activity (activation), % at 26.1 µM; Q969H0; in the data active means normalized activity above about 1.9%;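 further: purified mutant Fbw7 with reduced substrate affinity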
# GPR151 activ – activators of human GPR151 | AID 1508602 | 1% of 650,000 active | PathHunter beta-arrestin GPR151 cells, luminescence | activation, % at 11.2 µM; in the data active means activation above about 4.9%;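 further: 0% = median of compound wells and 100% = cells with positive control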
# Target sequence (Q8TDV0 whole entry, looked up): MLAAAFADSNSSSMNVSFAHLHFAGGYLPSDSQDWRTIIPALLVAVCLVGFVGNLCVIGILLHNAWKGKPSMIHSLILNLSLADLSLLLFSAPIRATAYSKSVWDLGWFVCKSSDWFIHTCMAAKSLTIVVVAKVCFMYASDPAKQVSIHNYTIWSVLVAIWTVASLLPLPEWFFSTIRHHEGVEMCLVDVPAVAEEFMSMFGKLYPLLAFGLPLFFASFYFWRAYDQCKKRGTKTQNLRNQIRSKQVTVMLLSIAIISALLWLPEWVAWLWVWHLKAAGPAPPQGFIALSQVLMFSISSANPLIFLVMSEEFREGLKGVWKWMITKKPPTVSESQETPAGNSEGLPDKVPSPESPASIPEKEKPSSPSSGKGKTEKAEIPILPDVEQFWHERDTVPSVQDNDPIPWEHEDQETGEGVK
# MITF inh – human MITF inhibition, primary screen. O75030. 0.91% of 650,000 active. inhibition, % at 2.6 µM. AlphaScreen MITF homodimerization, bead proximity signal; in the data active means inhibition above about 50%;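 further: 0% = vehicle wells with protein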
# Target sequence (O75030 whole entry, looked up): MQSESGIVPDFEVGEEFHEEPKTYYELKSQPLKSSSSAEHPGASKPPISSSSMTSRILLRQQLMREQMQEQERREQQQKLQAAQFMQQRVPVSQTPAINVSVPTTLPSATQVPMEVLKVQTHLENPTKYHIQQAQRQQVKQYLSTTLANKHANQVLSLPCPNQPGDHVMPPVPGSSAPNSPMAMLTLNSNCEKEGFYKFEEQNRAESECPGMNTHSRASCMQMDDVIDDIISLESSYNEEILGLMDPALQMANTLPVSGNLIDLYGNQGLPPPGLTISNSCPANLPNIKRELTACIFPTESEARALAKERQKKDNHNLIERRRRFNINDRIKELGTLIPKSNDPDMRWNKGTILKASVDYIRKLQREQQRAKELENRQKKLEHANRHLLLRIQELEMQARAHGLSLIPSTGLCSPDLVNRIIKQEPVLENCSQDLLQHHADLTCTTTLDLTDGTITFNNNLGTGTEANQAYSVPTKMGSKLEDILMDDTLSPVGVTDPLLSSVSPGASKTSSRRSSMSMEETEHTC
# * hit, by the source's call; & = joins results of further samples.
Molecule | TEAD-YAP inh | FBW7 activator | GPR151 activ | MITF inh
COc1ccc(F)cc1S(=O)(=O)NCc1ccncc1 | -4 | -0.2 | 0.5 | -6
COc1ccc(Br)cc1C1C2=C(CCCC2=O)Nc2nnnn21 (stereo not given) | 13 | 0.1 | 0.5 | 13
Cc1cnc(-c2csc3ccccc23)nc1NCc1ccccc1 | -2 | 0.2 | -1.7 | 9
COc1ccc(C(=O)C(=O)c2ccc(OC)c(OC)c2)cc1OC | 11 | 0.2 | 0.7 | 13
COc1ccc(CC(=O)N2CCN(c3ncnc4c3nnn4-c3ccc(Cl)cc3)CC2)cc1OC | 25 | -0.2 | 0.3 | 16
CCCn1nnc(NC(=O)c2ccc(OC)c(Cl)c2)n1 | -8 | 0.0 | 0.3 | 7
COC(CNC(=O)c1c[nH]c2ccc(S(=O)(=O)N(C)c3ccc(Cl)cc3)cc2c1=O)OC | 6 | 0.4 | -0.5 | 10
O=C(Oc1ccc(Br)cc1)c1cccnc1 | 1 | 0.1 | 3.6 | 9
CCN(CC)C(=O)c1sc(NC(=O)c2ccc([N+](=O)[O-])cc2)c(C(=O)OC)c1C | -1 | 0.0 | -0.2 | -7
CCN(C(=O)Cc1nc(N)n[nH]1)C1(C(=O)Nc2ccccc2C)CCCCC1 | -13 | -0.2 | -0.4 | 33
CC(=O)c1cccc(NC(=O)CN(C2CCCCC2)S(C)(=O)=O)c1 | 3 | 0.0 | 0.2 | 1
COc1cccc(CN2CCN(Cc3cccnc3)[C@@H](C)C2)c1 | 11 | 0.3 | 1.5 | 15
CC1=CC(C)(C)N(C(=O)CSc2nc3ccccc3[nH]2)c2ccccc21 | -4 | 0.4 | 3.4 | 15
CC(=O)c1ccc(-n2nncc2C23CC4CC(CC(C4)C2)C3)cc1 | -7 | 0.0 | 1.1 | 3
COc1ccc(NC(=O)COc2ccc(/C=C3/SC(N)=NC3=O)cc2OC)cc1 | 1 | -0.1 | -1.8 | -8
COc1ccccc1C(=O)NCc1nnc(SCC(=O)Nc2nccs2)n1-c1cccc(C(F)(F)F)c1 | 0 | 0.1 | 0.3 | -6
COc1ccc(C2Nn3c(C)nnc3SC2C(=O)Nc2ccccc2C)cc1Cl (stereo not given) | 6 | 0.1 | -0.5 | 18
O=C(CSCc1ccc(Cl)cc1)N1CCOCC1 | -20 | -0.1 | 2.4 | 6
Nc1nc(Nc2ccccc2)nc2c1ncn2C1CCCCC1 | -12 | -0.2 | -3.3 | 3
Cc1ccc(-c2cc(C(=O)N/N=C/c3cccc(O)c3)n[nH]2)o1 | 0 | -0.1 | -0.5 | 9
Cc1ccc(NC(=S)N2CCN(Cc3ccccc3)CC2)cc1 | -6 | -0.1 | 1.3 | 0
CCCNC(=O)c1cc2c(=O)n3ccccc3nc2n1Cc1ccccc1 | -2 | 0.1 | 0.2 | 11
CCOc1ccc(C(=O)N2CCC(c3ncncc3-c3ccncc3)CC2)o1 | -9 | -0.1 | 18* | -3
COc1ccc(S(=O)(=O)Nc2ccc3oc4c(c3c2)CCCC4)cc1[N+](=O)[O-] | 10 | -0.1 | 6.4* | -4
CCOC(=O)C(C)NC(=O)Cc1nc(-c2ccc(OC)cc2)no1 (stereo not given) | -4 | 0.1 | 1.1 | 4
CC1CCN(CC(=O)N2CCC(c3ccnc4nc(C(F)(F)F)nn34)CC2)CC1 | -3 | 0.1 | 0.0 | 6
COc1ccc(S(=O)(=O)N(C)CC(=O)Nc2cccc(F)c2)cc1Cl | -9 | 0.2 | 1.5 | 15
CCN(CC)S(=O)(=O)c1ccc(C(=O)Nc2cccc(C(C)=O)c2)cc1 | -11 | 0.0 | 0.7 | 6
Cc1sc2ncn(CC(=O)NCC(=O)N3CCC(C(N)=O)(N4CCCCC4)CC3)c(=O)c2c1C | 1 | -0.2 | -0.7 | -7
Cc1cc2c(c(=O)o1)C1(C(=O)Nc3ccc(C)c(Br)c31)C(C#N)=C(N)O2 (stereo not given) | 0 | -0.1 | 2.4 | 4
COc1ccc(/C=N\NC(=O)Cn2nnc3ccccc32)c(OC)c1OC | 11 | 0.1 | -0.9 | 11
C=CCn1c(SCc2ccccc2)nnc1-c1ccc([N+](=O)[O-])cc1 | -6 | -0.2 | 2.3 | 13
COc1cc(/C=N/NC(=O)c2cccc([N+](=O)[O-])c2)ccc1O | 20 | 0.0 | 1.5 | 10
CCOC(=O)c1sc(NC(=O)c2cccs2)c(C(=O)OCC)c1C | 1 | -0.1 | -1.2 | -1
CCCOc1ccccc1C1C(C(=O)OCCc2ccccc2)=C(C)NC2=C1C(=O)CCC2 (stereo not given) | -7 | 0.1 | -0.9 | 0
O=C(Nc1ccncc1[N+](=O)[O-])c1ccccc1F | 0 | 0.1 | -1.4 | 12
CCOc1cc(C#N)ccc1OCc1nc(-c2ccc(C)cc2)no1 | 7 | 0.3 | -0.3 | -13
CC(C)(C)OC(=O)NC(Cc1ccccc1)C(=O)Oc1ccc2c3c(c(=O)oc2c1)CCC3 (stereo not given) | 2 | 0.0 | -1.5 | 13
CCn1c(SCC(=O)Nc2ccc(C(C)C)cc2)nc2ccsc2c1=O | 0 | 0.7 | 0.9 | -12
CCN1C(=O)/C(=C/c2cc(OC)ccc2OC)NC1=S | 1 | 0.2 | -0.5 | -20
O=C(CN1CCSCC1)N/N=C/c1cccc(Br)c1 | -15 | -0.1 | 1.6 | 19
CCN(CC)S(=O)(=O)N1CCC(C(=O)NC2CCCCC2C)CC1 (stereo not given) | -5 | 0.8 | -0.8 | -14
COc1cc(CN2CCN(Cc3cccc(C)c3)CC2)cc2c1OCO2 | 1 | 0.1 | 1.3 | 58*
CC(=O)Nc1ccc(NC(=O)c2ccc3nc(-c4cccc(C(C)=O)c4)sc3c2)cc1 | 1 | 0.0 | -0.9 | -17
CCOC(=O)Cc1[nH]nc2c1C(C1CC=CCC1)C(C#N)=C(N)O2 (stereo not given) | 19 | 0.7 | -1.5 | 22
Cc1cc(C)n(C(=O)C2(C)CC2(Cl)Cl)n1 (stereo not given) | -9 | -0.1 | 0.8 | 0
Cc1c(NC2=CC(=O)CC(C)(C)C2)c(=O)n(-c2ccccc2)n1C | 6&-2&5 | 0.1&0.2&0.2 | -0.1&-1.1&1.4 | -5&3&12
Cc1ccc(NC(=O)c2c(NC(=O)c3ccco3)sc3c2CCC(C(C)(C)C)C3)c(C)c1 (stereo not given) | 5 | 0.2 | 2.2 | 16
CN(CC(=O)Oc1ccc2c(c1)OCO2)S(=O)(=O)c1ccc(F)cc1 | 5 | 0.0 | 2.1 | 3
CCOC(=O)C1=C(C)N=c2s/c(=C\c3cc(Cl)c(OCC(=O)O)c(Cl)c3)c(=O)n2C1c1ccccc1 (stereo not given) | 0 | 0.0 | -0.9 | 10
O=C(COc1ccccc1)Nc1cccc(NC(=O)c2cccs2)c1 | -2 | 0.3 | -0.2 | 2
Cc1ccc(N2C(=O)CC(Sc3nc4ccccc4s3)C2=O)cc1Cl (stereo not given) | -25 | 0.3 | 2.1 | -1
Cc1ccc(S(=O)(=O)N2CCN(c3ncnc4c3cnn4-c3ccccc3)CC2)cc1 | 3 | -0.1 | 1.5 | -5
CCCNc1nc(-c2csc3ccccc23)nc2c1ncn2C(C)C | 14 | 0.0 | 1.5 | 1
O=S(=O)(NCCc1nnc2ccc(SCc3ccccc3F)nn12)c1ccccc1 | 8 | 0.3 | -1.1 | 6
O=C(CCC(NC(=O)c1ccccc1)C(=O)OCc1ccccc1)OCc1ccccc1 (stereo not given) | -6 | -0.1 | -0.3 | 1
CN1/C(=C\C=C2\NC(=S)N(c3ccccc3)C2=O)C(C)(C)c2ccccc21 | 20 | -0.2 | 3.6 | 7
CCOc1ccccc1C(=O)NCC(=O)O | 6 | 0.0 | 1.2 | 4
CC(=O)CSC(F)=C(C(F)(F)F)C(F)(F)F | 3 | -0.1 | 2.2 | -15
COc1ccc(CCNC(=O)c2cnn3ccccc23)c(OC)c1OC | -5 | 0.0 | -1.0 | 9

# Next section.
Structure	TEAD-YAP inh	FBW7 activator	GPR151 activ	MITF inh
O=C(NCCSCc1cccc(Cl)c1)c1ccc(C2SCC(=O)N2Cc2ccccc2)cc1 (stereo not given)	10	0.0	1.0	15
COC(=O)/C=C1\S/C(=N\S(=O)(=O)c2ccccc2)N(c2ccccc2)C1=O	6	0.1	-0.7	10
O=c1/c(=C/c2ccccc2O)sc2n1CN(c1ccccc1)CN=2	8	0.0	-0.5	12
O=C(N/N=C/c1ccccc1)c1cc(-c2ccccc2)n[nH]1	-5	0.0	0.4	-4
CC(C)NC(=O)CSc1nc(N)c(NC(=O)c2ccccc2F)c(=O)[nH]1	2	1.1	1.5	11
O=C1C(=O)N(Cc2cccc3ccccc23)c2ccc(Br)cc21	25	0.4	-0.5	42
Cc1ccc(S(=O)(=O)c2nc(S(C)(=O)=O)sc2N2CCCCC2)cc1	4	0.1	-1.7	3
CCCCOc1ccccc1NC(=O)C(C)C	3	0.1	-0.8	-6
CC1CCCC(NC(=O)C2N(CCCN(C)Cc3ccccc3)C(=O)C3C(C(=O)Nc4cccc(Cl)c4)C4C=CC32O4)C1C (stereo not given)	-8	-0.2	0.4	6
COc1ccccc1OCCCCCCNCCO	-8	0.2	-1.3	24
O=C(NC1(C(F)(F)F)NC(=O)N(c2ccccc2F)C1=O)c1ccccc1 (stereo not given)	4	0.0	-0.2	3
COc1ccc(-[n+]2nc3nonc3[n-]2)cc1	13	-0.1	-0.9	-13
CCOCCCNC(=O)CCc1nnc(CCc2ccccc2OC)o1	0	0.3	-0.3	-2
CCN1C(=O)CC(C(=O)Nc2ccc(F)cc2)SC1=Nc1cccc(C(F)(F)F)c1 (stereo not given)	-12	-0.1	-0.5	0
CCCCCNC(=O)c1ccc2nc(C)c(C)nc2c1	-69	0.3	-2.6	-13
O=C(Nc1cccc(O)c1)c1cncc(Br)c1	-19	-0.1	-0.4	-10
Cc1cccc(C)c1N=c1sc(/C=C2\C=Nc3ccccc32)c(O)n1-c1ccccc1	10	-0.1	0.9	8
COc1ccc(N2C(=O)C3CCCN3C2=S)cc1 (stereo not given)	1	-0.1	1.5	5
Cc1ccc(-n2c(SC(C)C)nc3sc4c(c3c2=O)CCCCC4)cc1	-4	-0.1	-0.9	1
COc1cc(NS(=O)(=O)c2ccc3c4c(cccc24)C(=O)N3C)cc(OC)c1	-8	-0.1	0.2	-1

# Structures from the list above with a nitro group on carbon:
Structure	TEAD-YAP inh	FBW7 activator	GPR151 activ	MITF inh
CCN(CC)C(=O)c1sc(NC(=O)c2ccc([N+](=O)[O-])cc2)c(C(=O)OC)c1C	-1	0.0	-0.2	-7
COc1ccc(S(=O)(=O)Nc2ccc3oc4c(c3c2)CCCC4)cc1[N+](=O)[O-]	10	-0.1	6.4*	-4
C=CCn1c(SCc2ccccc2)nnc1-c1ccc([N+](=O)[O-])cc1	-6	-0.2	2.3	13
COc1cc(/C=N/NC(=O)c2cccc([N+](=O)[O-])c2)ccc1O	20	0.0	1.5	10
O=C(Nc1ccncc1[N+](=O)[O-])c1ccccc1F	0	0.1	-1.4	12

# Later entries.
Structure	TEAD-YAP inh	FBW7 activator	GPR151 activ	MITF inh
CC(=O)Nc1cc(C)nn1-c1nc2ccccc2[nH]1	16	0.0	1.9	5
CC(=O)N(O)C(C)c1cc2ccccc2s1 (stereo not given)	-10	0.1	0.9	27
N/C(Cc1ccc([N+](=O)[O-])cc1)=N\OC(=O)CC1CCCCC1	8	-0.1	-0.7	6
CC(C)(C)c1ccc(S(=O)(=O)N2CCC(CO)(CC3CCCCO3)CC2)cc1 (stereo not given)	1	0.1	-0.7	5
CSc1nnc(-c2ccc(S(=O)(=O)N3CCC(C)CC3)cc2)o1	-50	0.5	-0.6	13
COc1ccc(-c2cnc(N3CCN(CCO)CC3)c3nccn23)c(OC)c1	-44	-0.4	0.7	-3
CN1CCN(CC(O)COc2ccc(Cl)cc2Cl)CC1 (stereo not given)	1	0.1	0.3	4
Cc1sc(NC(=O)c2cc3ccccc3oc2=O)nc1-c1ccc(Cl)cc1	1	0.1	-1.0	-5
C=CCOc1ccccc1CN1CCCN(C)CC1	-14	-0.3	0.2	47
CCOc1cc(Br)cc(/C=C2\SC(N)=NC2=O)c1O	2	1.0	-0.5	23
Cc1nc2nc(C)c(CCC(=O)N3CCCCCC3)c(C)n2n1	8	0.1	1.8	0
COc1ccccc1Nc1nc(N)nc(CN2CCN(Cc3ccccc3)CC2)n1	8	0.1	0.3	5
O=C(CCn1c(=O)sc2ccccc21)n1c(=O)sc2ccccc21	4	0.0	-0.9	6
CCOc1ccccc1OC(=O)c1ccc(C)c([N+](=O)[O-])c1	-9	-0.2	4.0	7
CCn1c(=O)c2cc(C(=O)NCc3ccc4c(c3)OCO4)sc2c2ccccc21	1	-0.2	-0.4	8
CCOC(=O)C1=C(CN2CCCc3ccccc32)NC(=O)NC1c1ccc(C)cc1 (stereo not given)	61*	-0.1	0.7	-3
O=C(CSc1ncnc2sc3c(c12)CCC3)Nc1cc(C(=O)O)cc(C(=O)O)c1	13	-0.1	0.8	8
COc1ccc(/C=N/NC(=O)c2cc3ccccc3cc2O)cc1O	-20	-0.1	0.6	13
O=C1CC(c2ccc(Cl)cc2)Oc2ccccc21 (stereo not given)	-6	0.3	-1.3	-9
Cc1ccc(CNC(=O)c2cccn3c(=O)c4c5c(sc4nc23)CCCC5)cc1	-6	-0.2	0.4	3
CCOC(=O)c1ccc(Oc2coc3cc(OCC)ccc3c2=O)cc1	2	0.2	-1.6	8

# Some entries already given, showing only FBW7 activator.
structure,FBW7 activator
Cc1ccc(CNC(=O)c2cccn3c(=O)c4c5c(sc4nc23)CCCC5)cc1,-0.2
CCOC(=O)c1ccc(Oc2coc3cc(OCC)ccc3c2=O)cc1,0.2
